ERb coact inh = blocks coactivator binding to human estrogen receptor beta; Q92731; TR-FRET ER-beta LBD / SRC1-Cy5 peptide binding; receptor agonist-loaded with 1 µM estradiol; inhibition, % at 25.6 µM; 86,000 tested, 1.3% active;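 active = compounds whose percent inhibition of the receptor-coactivator binding signal exceeds about 50% in the single-dose screen, limit read from the data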;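 note: 0% = receptor plus peptide wells without compound and 100% = peptide-only wells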
Target sequence (Q92731 whole entry, looked up, the tested form may be a part): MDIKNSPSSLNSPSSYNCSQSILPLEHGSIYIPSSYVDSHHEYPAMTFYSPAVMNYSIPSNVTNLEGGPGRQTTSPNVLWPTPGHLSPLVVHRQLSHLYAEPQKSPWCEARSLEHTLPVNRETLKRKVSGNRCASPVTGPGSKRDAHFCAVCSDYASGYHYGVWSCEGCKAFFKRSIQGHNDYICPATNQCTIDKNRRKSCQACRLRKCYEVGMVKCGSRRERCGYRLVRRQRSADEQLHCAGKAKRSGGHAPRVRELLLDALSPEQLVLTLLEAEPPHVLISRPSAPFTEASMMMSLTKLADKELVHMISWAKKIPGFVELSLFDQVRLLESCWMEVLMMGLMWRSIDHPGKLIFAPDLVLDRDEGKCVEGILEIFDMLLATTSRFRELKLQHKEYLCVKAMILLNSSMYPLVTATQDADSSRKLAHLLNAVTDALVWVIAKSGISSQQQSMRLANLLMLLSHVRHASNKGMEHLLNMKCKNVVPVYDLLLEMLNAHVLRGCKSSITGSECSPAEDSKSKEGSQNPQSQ
Mac1 fbg enh = enhancers of human CD11b/CD18 binding to fibrinogen | K562 CD11b/CD18 adhesion to fibrinogen, ATPlite luminescence | 93,000 tested, 0.07% active | activation, % at 10 µM | AID 1499;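 active = 10 µM primary screen giving 50% or more activity, confirmed by 40% or more on retest at that dose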; note: strong numbers were not always called active; reference of the scale not given here
ERa coact pot = ER-alpha (human) coactivator binding potentiation; 86,000 tested, 1.3% active; TR-FRET ERalpha-LBD/SRC-Cy5 coactivator binding, 2 h; 100 = basal binding, no effect; coactivator binding (% of control), % at 25.6 µM; P03372; in the data active = activity above about 200%;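 note: binding measured in presence of low estradiol as agonist stimulus; 0% = peptide alone without receptor and 100% = receptor with peptide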
Calb biofilm kill = kills Candida albicans biofilms | inhibition, % at 6 µM | AID 834 | C. albicans biofilm + clotrimazole, Alamar Blue | 85,000 tested, 0.14% active;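 active = inhibition above 20%; inactive = inhibition below 20%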;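 note: preformed 24 hr biofilms exposed to compound for 48 hr; 0% = biofilm without compound and 100% = blank killed by clotrimazole plus chlorhexidine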
CD11b adhes inh = inhibitors of human CD11b/CD18 binding to fibrinogen; K562 CD11b/CD18 adhesion to fibrinogen, ATPlite luminescence; Mn2+ added to activate the integrin; inhibition, % at 10 µM; 93,000 tested, 0.54% active;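 active = primary inhibition of 50% or more at 10 µM, then 40% or more on retest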; note: some results filed as inactive read as strong as hits
Smad3 FoxH1 inh = inhibitors of human Smad3 transcription factor binding; TR-FRET Smad3/Dy647-FoxH1 peptide binding, europium anti-His; inhibition, % at 25 µM; 88,000 tested, 0.29% active;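 active = compounds that reduce the energy-transfer binding signal between the protein and its labelled peptide by more than half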;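 note: 0% = Smad3 plus labelled peptide maximal FRET and 100% = peptide-only background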
Target sequence (P84022 whole entry, looked up): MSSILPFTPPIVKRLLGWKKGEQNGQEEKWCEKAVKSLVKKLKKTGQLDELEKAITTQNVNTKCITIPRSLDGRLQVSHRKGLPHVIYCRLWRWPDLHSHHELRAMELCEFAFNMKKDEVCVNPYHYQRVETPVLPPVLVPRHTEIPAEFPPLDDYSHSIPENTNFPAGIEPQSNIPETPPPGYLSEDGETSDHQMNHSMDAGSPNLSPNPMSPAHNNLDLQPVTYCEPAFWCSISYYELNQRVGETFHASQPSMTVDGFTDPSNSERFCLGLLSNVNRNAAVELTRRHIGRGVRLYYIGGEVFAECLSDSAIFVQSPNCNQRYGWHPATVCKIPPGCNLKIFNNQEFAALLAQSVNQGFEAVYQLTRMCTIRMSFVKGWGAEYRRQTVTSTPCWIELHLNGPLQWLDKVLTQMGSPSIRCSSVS
MT1-MMP txn act = MT1-MMP promoter transcription activation | HT1080 MT1-MMP promoter luciferase reporter, luminescence, overnight; stronger effect = higher value | activation factor at 10 µM | 86,000 tested, 0.16% active;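 active = activation factor of at least 2 for MT1-MMP transcription at 10 µM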
sEH activator = activators of human soluble epoxide hydrolase. P34913. purified human sEH enzymatic activity, activator screen. 91,000 tested, 0.04% active. activation, % at 2 µM; in the data active = activation above about 37%; note: values of inactives mirror those of a sister screen read the other way
sEH inh = inhibitors of human soluble epoxide hydrolase; P34913; recombinant human sEH enzymatic activity assay; inhibition, % at 2 µM; 91,000 tested, 0.34% active; in the data active = inhibition above about 80%; note: values of inactives mirror those of a sister screen read the other way; many of its hits are not listed in these tables
* marks the source's active call; other numbers are inactive results; . = not tested or not shown; [ ] = another dose, or the depositor's remark.

Order of results – ERa coact pot, ERb coact inh, Smad3 FoxH1 inh, sEH activator, MT1-MMP txn act, CD11b adhes inh, sEH inh, Mac1 fbg enh, Calb biofilm kill
1: CC(=O)O[C@H]1CSC[C@H]1NC(=O)c1ccccc1
→ 104, -7, 2, 0, 1.1, -43, 0, -1, 11
2: CC(=O)c1cccc(NC(=O)c2cc(C(C)C)on2)c1
→ 140[fluorescence artefact?], 0[fluorescence artefact?], 12, -4, 1, -11, 6, -2, 12
3: O=C(Nc1cc(C(F)(F)F)ccc1N1CCCCC1)c1cccc([N+](=O)[O-])c1
→ ., ., ., 18, ., -4, -21, -5, .
4: CN(C)c1nc(N)nc(CSc2nnnn2-c2cccc3ccccc23)n1
→ 103[fluorescence artefact?], 14[fluorescence artefact?], -1, -9, 1.1, -20, 9, -2, 1
5: Cc1cc(=O)n(CCC(=O)O)c2ccccc12
→ 115, -11, 1, ., 1.1, 10, ., -1, 3
6: O=S(=O)(NCC1CCCO1)c1ccc(S(=O)(=O)N2CCc3ccccc3C2)cc1 (stereo unspecified)
→ 125, -2[fluorescence artefact?], -2, 4, 1.1, -11, -3, -1, 6
7: COc1cccc(C(=O)/C=C/Nc2cccc(O)c2)c1
→ 95, -30, 8, 5, ., 91*, -6, -7, 4
8: CCOC(=O)C1=CN(c2cccc(F)c2)C=C(C(=O)OCC)C1c1cc(OC)c(O)c([N+](=O)[O-])c1
→ ., ., ., -2, ., 8, 2, 2, .
9: COc1ccc(C(=O)NCc2cn3ccccc3n2)cc1
→ 114, 0[fluorescence artefact?], -5, 5, 1.3, ., -1, ., 8
10: CC(=O)Oc1ccc2c(c1)C(=O)c1ccccc1CO2
→ 76[fluorescence artefact?], 30, -4, -2, 1.2, 12, 0, -3, 4

Overlap with the part before: 3 compounds, followed by the next part.
Order of results – ERa coact pot, ERb coact inh, Smad3 FoxH1 inh, sEH activator, MT1-MMP txn act, CD11b adhes inh, sEH inh, Mac1 fbg enh, Calb biofilm kill
8: CCOC(=O)C1=CN(c2cccc(F)c2)C=C(C(=O)OCC)C1c1cc(OC)c(O)c([N+](=O)[O-])c1
→ ., ., ., -2, ., 8, 2, 2, .
9: COc1ccc(C(=O)NCc2cn3ccccc3n2)cc1
→ 114, 0[fluorescence artefact?], -5, 5, 1.3, ., -1, ., 8
10: CC(=O)Oc1ccc2c(c1)C(=O)c1ccccc1CO2
→ 76[fluorescence artefact?], 30, -4, -2, 1.2, 12, 0, -3, 4
11: O=C(Nc1cnc2ccccc2c1)N1CCCCC1
→ 93, 3, 2, ., 1, -7, ., -3, 3
12: O=C(Nc1ccccc1C(F)(F)F)NC1CCCCCCC1
→ 116[fluorescence artefact?], -2, 5, -42, ., -8, 43, -1, 8
13: CC1Cc2ccccc2N1C1=NS(=O)(=O)c2ccccc21 (stereo unspecified)
→ 93[fluorescence artefact?], 2, 2, 3, 1.3, -11, -2, -3, .
14: CC(C)(C)NC(=O)NC(=O)CSc1ncc(C(F)(F)F)cc1Cl
→ ., ., ., -7, ., 3, 10, -2, .
15: COc1ccc(-c2noc(CSc3nc4sc(C)c(C)c4c(=O)n3-c3ccccc3)n2)cc1OC
→ ., ., ., 7, ., -23, -9, 0, .
16: COc1ccc(-c2cc(-c3ccc(F)cc3)nc(N3CCN(C)CC3)n2)cc1
→ 174[fluorescence artefact?], 17[fluorescence artefact?], 9, -18, 0.9, ., 18, ., 3
17: COC(=O)c1cc2sccc2n1CC(=O)Nc1cccc(SC)c1
→ 90[fluorescence artefact?], 4[fluorescence artefact?], -13, ., 1, -27, ., 4, -6
18: COC(=O)c1sccc1NC(=O)c1ccc(Br)o1
→ 200, 4, -1, 1, 1.2, -11, -1, -2, 4
19: O=C(Cn1cnc2ccccc2c1=O)N1CCOCC1
→ 112[fluorescence artefact?], -13, 2, -8, 1, -15, 8, -1, -3
20: O=C(Nc1ccccc1)C(Cc1cccs1)c1nn[nH]n1 (stereo unspecified)
→ 111, -2, 0, -7, 1.4, -3, 8, -1, 8
21: O=C(NC1CCCCC1)c1ccc(Br)o1
→ 122, -6[fluorescence artefact?], -8, 0, 1.1, -12, 1, 2, 2
22: CC1Cc2ccccc2N1C(=O)c1cc2c(=O)n3ccccc3nc2n1C (stereo unspecified)
→ 92, -35, 4, 16, 1.2, ., -16, ., 4
23: CN(CC(=O)NCc1ccc2c(c1)OCO2)S(=O)(=O)c1ccc(Br)s1
→ 86, 12, 7, -16, ., 1, 17, 0, 0
24: COc1ccccc1C(=O)Nc1nnc(-c2ccco2)s1
→ 242*, 14, -4, 4, 1.3, -13, -9, -1, 5
25: S=c1[nH]c2ccc(Cl)cc2[nH]1
→ 117, -18, 7, -4, 1.2, ., 5, ., 4
26: Cc1cccc(C(=O)Nc2cccc(C(=O)N3CCOCC3)c2)c1
→ 239*, 3[fluorescence artefact?], 7, 3, 1.3, 2, -2, -3, 3
27: O=C(c1scc2c1CCCC2)N1CCCCC1
→ 100[fluorescence artefact?], 2, 5[fluorescence artefact?], 8, ., 7, -9, -4, 10
28: O=C(c1cccc(S(=O)(=O)N2CCCCC2)c1)N1CCOCC1
→ 110, -3, 0, -7, 1.1, -6, 6, 0, 2
29: CCc1c(C)sc2nc(C(C)C)nc(SCC(=O)N3CCc4ccccc4C3)c12
→ ., ., ., -1, ., 100, 3, -10, .
30: Cc1cccc(OCC(=O)N(Cc2cccs2)C2CCS(=O)(=O)C2)c1C (stereo unspecified)
→ 106[fluorescence artefact?], 0[fluorescence artefact?], -3, 0, 1.1, -15, 4, 0, 1
31: COc1ccccc1CNC(=O)/C=C/c1cc2c(cc1Br)OCO2
→ ., ., ., -44, ., 29, 46, -4, .
32: COc1ccc(Nc2ncc(C(=O)N3CCN(Cc4ccccc4)CC3)c3ccccc23)cc1
→ 91, -7, 5, -1, 1.2, ., 4, ., 7
33: COc1cc(NC(=O)CN(C)S(=O)(=O)c2ccc(C)cc2)cc(OC)c1
→ 137, -5, 10, -4, 1.3, 8, 5, 3, 5
34: CN1CCN(c2nc(N3CCN(c4ccccc4)CC3)ncc2F)CC1
→ 102, -5, 9, 1, 1, 1, 4, 3, 6
35: Fc1ccc(CNc2nc3ccccc3n3nnnc23)cc1
→ 120, 9, 4[fluorescence artefact?], 2, ., 11, -3, 0, 8
36: Cc1cc(NC(=O)CSc2nc(C3CCCCC3)nc3ccccc23)no1
→ 110, 5, -2, -9, 1, -40, 9, -1, 10
37: S=c1[nH]nc(Cc2c[nH]c3ccccc23)o1
→ 94, -3, -6[fluorescence artefact?], 13, 1, -6, -14, -1, 1
38: O=C(CSc1nc2ccccc2s1)c1cc2ccccc2o1
→ 124, 0, 24, -6, 1.1, 44, 8, -6, 6
39: CCSc1nnc(NC(=O)c2cccc(OCc3c(C)noc3C)c2)s1
→ 93, -8, 4, ., 1.2, -4, ., -4, 8
40: COCCCNC(=O)c1ccccc1NS(C)(=O)=O
→ 100[fluorescence artefact?], 20, -10, -2, 1, -5, 3, -1, 4

An excerpt of these results, field by field:
21	O=C(NC1CCCCC1)c1ccc(Br)o1
- ERa coact pot = 122
- ERb coact inh = -6[fluorescence artefact?]
- Smad3 FoxH1 inh = -8
- sEH activator = 0
- MT1-MMP txn act = 1.1
- CD11b adhes inh = -12
- sEH inh = 1
- Mac1 fbg enh = 2
- Calb biofilm kill = 2

36	Cc1cc(NC(=O)CSc2nc(C3CCCCC3)nc3ccccc23)no1
- ERa coact pot = 110
- ERb coact inh = 5
- Smad3 FoxH1 inh = -2
- sEH activator = -9
- MT1-MMP txn act = 1
- CD11b adhes inh = -40
- sEH inh = 9
- Mac1 fbg enh = -1
- Calb biofilm kill = 10

(further entries)
Order of results – ERa coact pot, ERb coact inh, Smad3 FoxH1 inh, sEH activator, MT1-MMP txn act, CD11b adhes inh, sEH inh, Mac1 fbg enh, Calb biofilm kill
41: COc1ccccc1N1CCN(Cc2cc(Br)c(O)c3ncccc23)CC1
→ 86[fluorescence artefact?], 29[fluorescence artefact?], 7, 4, 0.7, -8, -5, -3, 1
42: COC(=O)c1c(NC(C)=O)sc2c1CCCC2
→ 121, -4, -10, 6, 1.1, 20, -4, -5, 3
43: CCOC(=O)c1ccc(S(=O)(=O)N2CCN(CCC#N)CC2)cc1
→ 126, 8, 2, ., 1.1, -18, ., 0, 9
44: CN1CCc2c(sc3c2C(=O)NC(c2ccc4c(c2)OCO4)N3)C1 (stereo unspecified)
→ 128[fluorescence artefact?], -16[fluorescence artefact?], 5[fluorescence artefact?], ., 1, 1, ., -3, 5
45: Cc1ccc(C(=O)COC(=O)c2cc(Cl)nc3ccccc23)cc1
→ ., ., ., 7, ., 12, -7, -1, .
46: CN(C)C(=O)Cn1c(SCC(=O)Nc2ccc3c(c2)OCO3)nc2ccccc21
→ 108, -13, 5, 3, 1.2, ., -3, ., 8
47: COc1cc(OC)cc(-n2nnnc2SCC(=O)Nc2ccc(C(C)=O)cc2)c1
→ ., ., ., -19, ., 4, 20, 5, .
48: C=C(C)c1ccc(C(C)(C)NC(=O)N2CCN(C)CC2)cc1
→ 537*[fluorescence artefact?], 5, 71*, 4, 1.2, -4, -2, 3, 1
49: C=CCn1cc(-c2ccc(Cl)cc2)cc(C#N)c1=O
→ 103, -1[fluorescence artefact?], 2, -6, 1.1, 3, 3, -2, 2
50: Nn1c(SCc2cn3ccsc3n2)nnc1-c1ccncc1
→ 106, 3, 1, ., 1.2, -12, ., 1, 8
51: CN(C)c1ccc(C(=S)NCc2ccco2)cc1
→ 58[fluorescence artefact?], 39[fluorescence artefact?], -3, 6, 0.8, 5, -9, -2, 6
52: CCCNC(=O)NC(=O)COC(=O)c1oc2ccc(OCC)cc2c1C
→ 131, 1, 8[fluorescence artefact?], 8, ., -3, -5, -1, 4
53: Cc1ccc(S(=O)(=O)N(C)c2ccc(NS(C)(=O)=O)cc2)cc1
→ 105[fluorescence artefact?], -4, 10, 7, 0.9, -12, -9, 0, 9
54: CSC1=C(C#N)C(c2ccc(C(C)C)cc2)CC(=O)N1 (stereo unspecified)
→ 99[fluorescence artefact?], 12[fluorescence artefact?], -7, ., 1.2, -2, ., 1, 3
55: COc1ccc(N2CCN(CC(=O)Nc3nnc(-c4ccccc4)s3)CC2)cc1
→ 111, 20, -4, ., 1.2, ., ., ., 11
56: CC(C)C(C(=O)C=[N+]=[N-])N1C(=O)c2ccccc2C1=O (stereo unspecified)
→ 116, -9[fluorescence artefact?], 9, 13, 1.1, 6, -14, -6, 6
57: Cc1cccc(NC(=O)C2CCCN(S(=O)(=O)c3cccc4nsnc34)C2)n1 (stereo unspecified)
→ 110, 3, -9, -10, 1.1, -10, 9, -1, 7

High-throughput results: PubChem BioAssay, several laboratories

These rows are one share of the data. The share of hits here may be higher or lower than overall.
